Ecoli viability – bacterial growth inhibition, counter-screen for AddAB inhibitors; E. coli V3065 growth, OD600 absorbance, 18 h; inhibition, % at 11.9 µM; 0.27% of 330,000 active;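 active = inhibition above the campaign's mean inhibition across all tested compounds plus 3 SD, cut at about 9.9% in these data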;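 also: uninfected addAB+ strain grown without phage in ampicillin broth; 0% = DMSO wells and 100% = ciprofloxacin 0.95 µg/ml wells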
HTR5A ag – counter-screen for OPRM1-OPRD1 agonists: human HTR5A agonism | AID 504692 | P47898 | activation, % at 9.3 µM | 0.61% of 340,000 active | HTR5A agonist assay, luminescence, cell-based; in the data active = activation mostly above about 9.5%, no sharp cut-off; inactive = mostly below about 7.6%;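 also: 0% = cells with vehicle only and 100% = reference agonist; strong numbers were not always called active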
Target sequence (P47898 whole entry, looked up): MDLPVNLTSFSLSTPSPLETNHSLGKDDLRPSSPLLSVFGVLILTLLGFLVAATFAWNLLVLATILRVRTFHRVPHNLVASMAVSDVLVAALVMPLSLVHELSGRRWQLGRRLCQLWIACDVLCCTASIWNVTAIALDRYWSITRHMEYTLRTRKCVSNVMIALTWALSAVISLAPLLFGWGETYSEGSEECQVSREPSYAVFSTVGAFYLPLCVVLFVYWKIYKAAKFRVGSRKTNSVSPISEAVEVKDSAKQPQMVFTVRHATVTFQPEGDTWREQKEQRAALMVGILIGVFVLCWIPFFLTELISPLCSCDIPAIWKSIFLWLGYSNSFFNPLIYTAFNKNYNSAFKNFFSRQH
Mot1-301 SUMO – inhibitors of SUMOylation pathway: yeast Mot1-301 growth rescue | S. cerevisiae Mot1-301 growth rescue, ATP luminescence, 38.5C; percent above DMSO median, 100 means doubled | growth rescue, % at 18.8 µM | 1% of 320,000 active;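 active = every valid replicate shows activation above 250% relative to neutral control wells; inactive = the rest, any valid replicate at or below 250%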;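 also: OY570 slx delta 5 strain wells were the positive control but not used for scaling; some compounds called inactive have numbers as strong as hits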
DAGLB inh – diacylglycerol lipase beta (human) inhibition; Q8NCG7; HEK293T DAGLB membrane lysate, EnzChek fluorogenic substrate; inhibition, % at 5.17 µM; 0.059% of 340,000 active; in the data active = inhibition above about 34%;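 also: 0% = enzyme with vehicle and 100% = wells lacking enzyme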
phage Ecoli inh – E. coli growth loss with phage present; growth absorbance; inhibition, % at 11.9 µM; 0.26% of 360,000 active; AID 651602; in the data active = inhibition above about 11%
HTR5A inv ctr – inverse agonist of human HTR5A in OPRM1-OPRD1 counter-screen; P47898; HTR5A cell line, luminescence, inverse agonism; inhibition, % at 9.3 µM; 0.083% of 340,000 active; AID 504634; in the data active = inhibition mostly above about 23%, no sharp cut-off; inactive = mostly below about 18%;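 also: 0% = cells with DMSO and 100% = no-cell wells with DMSO; some compounds called inactive have numbers as strong as hits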
CDK5 p35 inh – inhibitors of human CDK5/p35 kinase. Recombinant CDK5/p35, ADP-Glo luminescence, 60 min. inhibition, % at 10 µM. 0.01% of 330,000 active. AID 488839;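 active = highest replicate inhibition of at least 50% and at least 75% of replicates reaching 50%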;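 also: plate controls were DMSO neutral control for no effect and GW8510 at 10 µM for full effect; many of its hits are not listed in these tables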
Target sequence (Q00535 whole entry, looked up): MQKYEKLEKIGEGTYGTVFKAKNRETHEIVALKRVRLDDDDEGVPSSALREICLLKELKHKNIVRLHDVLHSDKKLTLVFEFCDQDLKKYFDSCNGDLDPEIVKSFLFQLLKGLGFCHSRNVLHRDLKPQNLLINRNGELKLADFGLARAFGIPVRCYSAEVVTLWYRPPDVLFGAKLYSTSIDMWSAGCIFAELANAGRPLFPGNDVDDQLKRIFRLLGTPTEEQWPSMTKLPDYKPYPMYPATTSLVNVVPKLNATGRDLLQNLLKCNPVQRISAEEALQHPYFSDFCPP
Target sequence (Q15078 whole entry, looked up): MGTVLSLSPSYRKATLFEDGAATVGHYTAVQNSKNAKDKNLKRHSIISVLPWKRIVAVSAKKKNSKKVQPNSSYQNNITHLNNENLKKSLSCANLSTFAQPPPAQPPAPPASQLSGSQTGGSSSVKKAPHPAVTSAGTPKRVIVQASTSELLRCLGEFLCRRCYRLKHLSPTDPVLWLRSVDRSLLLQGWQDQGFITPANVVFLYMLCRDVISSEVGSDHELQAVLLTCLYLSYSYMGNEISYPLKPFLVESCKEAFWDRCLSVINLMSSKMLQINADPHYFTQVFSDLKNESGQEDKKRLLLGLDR
PKA-R2B act – activators of human PKA-R2B complex. P22694+P31323. PKA-R2B holoenzyme dissociation, Cy5-IP20 fluorescence polarization; R2B truncated from residue 108, S112A mutant; 0% DMSO only, 100% 113 µM cGMP. activation, % at 11.4 µM. 0.079% of 340,000 active;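 active = activation above a cutoff set at the mean over all compounds plus 3 SD, cut at about 18% in these data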;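 also: higher means more holoenzyme dissociation and a rise in polarization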
Tat export inh – inhibitors of E. coli Tat protein transport. inhibition, % at 10 µM. E. coli MC4100 TorA-mCherry Tat export, fluorescence. 0.036% of 340,000 active. AID 488895;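 active = mean replicate inhibition at least 50% and at least half of replicates individually reaching 50%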;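 also: exported cargo escapes ClpAP degradation while cytoplasmic cargo is degraded and loses fluorescence; 0% = median of neutral control wells and 100% = median of NaSCN control wells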
AddAB inh – less growth of phage-infected E. coli with AddAB | E. coli expressing H. pylori AddAB, absorbance growth | inhibition, % at 11.9 µM | 0.29% of 330,000 active | AID 435030; in the data active = inhibition above about 12%;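 also: 0% = vehicle wells of infected cells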
PKA-R1A act – activates the PKA-R1A holoenzyme complex | P00514+P68181 | PKA-R1A dissociation, Cy5-IP20 fluorescence polarization; scaled: DMSO 0%, 113 µM cGMP 100% | activation, % at 11.4 µM | 0.083% of 340,000 active;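 active = percent activation above the mean of all tested compounds plus 3 SD, cut at about 19% in these data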;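 also: higher means more PKAc released from R1A so a rise in polarization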
Starred values were filed as active, the others as inactive; x = no result given.

SMILES	Ecoli viability	HTR5A ag	Mot1-301 SUMO	DAGLB inh	phage Ecoli inh	HTR5A inv ctr	CDK5 p35 inh	PKA-R2B act	Tat export inh	AddAB inh	PKA-R1A act
CCOC(=O)c1c(-c2ccncc2)csc1N	-1.4	0	24	0	0.9	21	-0.2	-5	0	-1.5	0
CCc1ccc(OCCOCC(O)CN(CCO)CCO)cc1 (stereo unspecified)	-2.1	0	-20	3	2.4	-2	1.5	-13	10	1.7	-3
COc1ccc(-c2cn(-c3ccc(C)c(C)c3)c(=S)[nH]2)cc1OC	-0.7	2	20	-3	2.3	-8	2.3	-3	6	-1.2	-9
COc1cc2c(cc1OC)CN(C(=O)c1ccncc1)CC2	0.2	0	-17	0	1.7	0	-0.1	-3	-4	1.7	10
CCOC(=O)C1CCCN(C(=O)c2cc(S(=O)(=O)N3CCCCC3)ccc2Cl)C1 (stereo unspecified)	-0.1	9	53	1	-1.3	-28	1.5	0	1	1.7	2
O=S(=O)(c1cccnc1)N1CCn2cccc2C1c1ccccc1F (stereo unspecified)	-1.1	6	29	1	2.4	-16	1.5	6	6	3.1	3
CS(=O)(=O)N1CCN(c2ccc([N+](=O)[O-])c(NCc3cccnc3)c2)CC1	-1.6	-3	7	0	-0.9	9	0.6	3	3	0.2	-9
O=C(NCc1ccc(F)cc1)C1CCC(CNS(=O)(=O)c2ccccc2)CC1 (stereo unspecified)	1.8	2	-9	0	-1.2	-7	1.4	-3	0	0.2	-9
CN1CC2(C)CN(C(c3ccccc3)c3ccccc3)CC(C)(C1)C2O (stereo unspecified)	-0.8	-2	2	-2	0.7	4	0.6	0	-3	-0.3	0
O=C(Nc1ccc(F)c(Cl)c1)c1ccc2c(c1)OCO2	2.5	4	13	-4	2.6	-16	-0.5	-5	-5	0.8	-1
FCCCOc1ccc(-c2ccnc3ncnn23)cc1	-0.6	0	-14	1	1.7	11	-0.1	-4	-3	-1.5	3
COc1cccc(/C=C2/SC(=S)N(CC(=O)NNC(=O)c3ccccc3O)C2=O)c1	7.3	0	1	9	14*	-1	-0.5	-6	9	13*	-10
Cc1ccc(C)c(N2CCN(c3nc4ccccc4c(=O)n3Cc3ccccc3)CC2)c1	5.7	4	x	-5	-0.5	-11	-0.1	-15	-8	0.4	0
CC1CCCCC1NC(=O)c1cc2ccccc2o1 (stereo unspecified)	-0.5	0	-1	0	3.9	1	-0.6	9	-4	4.0	5
O=C(NN1CCN(Cc2ccccc2Cl)CC1)c1ccc(Br)cc1	2.5	-1	82	1	4.4	4	-1.0	-2	-25	3.0	2
CCOC(=O)c1ccc(NC(=O)COc2ccccc2CNCCO)cc1	-1.3	-3	9	-2	5.2	-13	-2.6	6	3	-3.4	2
O=C(Nc1ccccc1N1CCCC1)c1ccccc1F	-2.7	1	12	-10	3.4	-2	-0.7	6	5	-1.3	-14
COc1ccc(C(=O)/C(=C/c2cccs2)c2nc3ccccc3o2)cc1	-0.3	-2	12	-7	0.5	-11	-0.6	-11	9	-3.3	-11
CCCCN1CC(COCc2ccccc2)Oc2cccc(Oc3cc(C)c(C)c(C)c3)c2S1(=O)=O (stereo unspecified)	x	1	x	-18	1.5	-4	-6.1	-1	4	x	-17
CCOC(=O)c1c(N)c(C#N)c2n1CCCCC2	-1.6	1	-4	-1	2.4	-37	0.8	-14	-2	-1.8	-5
Cc1cc(NC(=O)CSc2nnc(-c3cccnc3)n2Cc2ccccc2)no1	0.8	3	-8	0	1.1	7	-0.1	13	6	0.3	-4
O=S1(=O)CCC(NC(=S)N2CCCCCC2)C1 (stereo unspecified)	-0.2	1	-3	2	5.4	11	0.4	-9	4	0.4	4
O=[N+]([O-])c1cccc(Cl)c1NCCNc1ncc(C(F)(F)F)cc1Cl	0.6	-3	-8	2	3.0	-8	-1.0	-4	-8	2.3	-5
CNC(=O)CC12CC3CC(CC(C3)C1)C2	-0.1	2	-8	0	4.0	-5	-0.9	-11	-1	3.0	-3
O=C(CCN1CCC(c2ccccc2)C1)c1ccccc1 (stereo unspecified)	2.4	3	-5	1	x	-5	0.4	-4	1	2.4	-11
CC(=O)/C(=C(/O)c1ccccc1)c1nc2ccccc2[nH]1	-2.5	-1	-22	1	1.2	0	0.5	-6	4	-3.8	-7
CCN(CC)C(=O)CSc1ncnc2sccc12	-2.6	0	4	2	2.7	1	-5.1	-6	-9	-0.8	14
COc1cc(CCC(=O)Nc2sccc2C#N)cc(OC)c1OC	0.0	1	21	-2	0.9	-2	3.0	14	-9	2.7	4
CCOc1ccc2nc(NC(=O)C(CC)Sc3nc(C)cc(=O)[nH]3)sc2c1 (stereo unspecified)	-3.6	2	20	1	-0.2	-9	1.0	-9	-3	1.1	-18
COc1cccc(C(=O)N2CCC(n3nccc3NC(=O)C(OC)c3ccccc3)CC2)c1 (stereo unspecified)	0.2	2	-4	-2	-1.4	-18	-3.4	-4	-1	1.6	2
CC(=O)Nc1ccc(S(=O)(=O)NCC2CC3CCC2C3)cc1 (stereo unspecified)	x	3	x	-3	1.0	20	-0.9	3	0	x	-2
N#C/C(=C\c1ccc[nH]1)C(=O)N1CCCCC1	-0.9	x	-1	x	1.1	x	0.6	x	-6	1.9	x
COC(=O)c1cc2ccsc2n1CC(=O)N(C)c1ccccc1	-0.9	8	-7	2	0.5	6	-0.5	0	-1	-0.6	-2
O=C(Nc1cccnc1)c1cc(-c2cccc(Br)c2)nc2ccccc12	0.0	13*	3	0	0.7	-7	-4.7	-11	-3	-1.1	-19
CC(C)Cn1c(SCC(=O)N2CCN(S(=O)(=O)c3ccccc3)CC2)nc2ccccc21	-0.9	-6	13	-2	2.5	-8	-1.3	-10	11	-2.0	-6
O=C(CCC1CCCCC1)Nc1ncn[nH]1	2.0	3	-1	2	1.7	10	0.0	7	-1	2.6	1
COc1ccccc1NC(=O)C1=C(C)NC(SCC(=O)Nc2ccc(C(=O)O)cc2)=C(C#N)C1c1cccs1 (stereo unspecified)	-1.3	6	410	3	3.0	25	-0.4	-5	35	-1.1	-9
COc1ccccc1NC(=O)CCN1CC(C)OC(C)C1 (stereo unspecified)	0.5	3	27	-3	0.5	9	2.7	-7	-3	3.5	-4
COn1c(=O)c(-c2ccc(C)cc2)[n+]([O-])c2ccccc21	-1.4	-1	-3	0	0.3	4	-0.1	-5	-34	-1.7	-12
CCCCC(=O)OCCNC(=O)c1cc2ccccc2oc1=O	-3.2	6	-16	-8	2.5	-15	0.2	-14	2	3.4	-10
Cc1cc(NC(=O)CCC(=O)N(CC(=O)NC2CCCC2)c2ccc(Cl)c(Cl)c2)no1	0.3	4	-8	-3	0.0	-1	1.5	2	8	3.3	-1
O=c1c2ccccc2nnn1Cc1ccc(Br)cc1	-0.8	1	5	-4	1.1	-27	1.6	-18	-3	5.5	2
COc1ccc(CC(=O)N2CCN(S(=O)(=O)c3ccc(Cl)s3)CC2)cc1	-2.3	4	5	-3	-0.4	-9	-0.7	3	-3	0.3	1
CC1CCC(NC(=O)CC(NC(N)=O)c2ccccc2Cl)CC1 (stereo unspecified)	1.0	0	4	1	-5.5	5	0.3	9	-23	2.9	-3
CCSc1ccccc1C(=O)N1CCN(c2ccc([N+](=O)[O-])cc2)CC1	1.8	1	x	0	7.5	0	0.3	-7	-3	0.7	0
CCOc1cc(NC(=S)NCCCOC)c(OCC)cc1NC(=O)c1cccs1	-1.9	0	-14	0	2.5	-15	-3.1	-5	-6	0.3	-10
CCC(C)(C)NC(=O)c1ccccc1Oc1ccccc1	2.2	-1	3	-6	0.0	4	-2.3	2	3	-0.4	-7
N#C/C(=C(/O)c1cccs1)c1nnc2n1CCCCC2	-2.1	-2	-19	-2	2.3	4	1.5	-11	-5	3.0	-8

17 consecutive records from above, for reference:
SMILES	Ecoli viability	HTR5A ag	Mot1-301 SUMO	DAGLB inh	phage Ecoli inh	HTR5A inv ctr	CDK5 p35 inh	PKA-R2B act	Tat export inh	AddAB inh	PKA-R1A act
N#C/C(=C\c1ccc[nH]1)C(=O)N1CCCCC1	-0.9	x	-1	x	1.1	x	0.6	x	-6	1.9	x
COC(=O)c1cc2ccsc2n1CC(=O)N(C)c1ccccc1	-0.9	8	-7	2	0.5	6	-0.5	0	-1	-0.6	-2
O=C(Nc1cccnc1)c1cc(-c2cccc(Br)c2)nc2ccccc12	0.0	13*	3	0	0.7	-7	-4.7	-11	-3	-1.1	-19
CC(C)Cn1c(SCC(=O)N2CCN(S(=O)(=O)c3ccccc3)CC2)nc2ccccc21	-0.9	-6	13	-2	2.5	-8	-1.3	-10	11	-2.0	-6
O=C(CCC1CCCCC1)Nc1ncn[nH]1	2.0	3	-1	2	1.7	10	0.0	7	-1	2.6	1
COc1ccccc1NC(=O)C1=C(C)NC(SCC(=O)Nc2ccc(C(=O)O)cc2)=C(C#N)C1c1cccs1 (stereo unspecified)	-1.3	6	410	3	3.0	25	-0.4	-5	35	-1.1	-9
COc1ccccc1NC(=O)CCN1CC(C)OC(C)C1 (stereo unspecified)	0.5	3	27	-3	0.5	9	2.7	-7	-3	3.5	-4
COn1c(=O)c(-c2ccc(C)cc2)[n+]([O-])c2ccccc21	-1.4	-1	-3	0	0.3	4	-0.1	-5	-34	-1.7	-12
CCCCC(=O)OCCNC(=O)c1cc2ccccc2oc1=O	-3.2	6	-16	-8	2.5	-15	0.2	-14	2	3.4	-10
Cc1cc(NC(=O)CCC(=O)N(CC(=O)NC2CCCC2)c2ccc(Cl)c(Cl)c2)no1	0.3	4	-8	-3	0.0	-1	1.5	2	8	3.3	-1
O=c1c2ccccc2nnn1Cc1ccc(Br)cc1	-0.8	1	5	-4	1.1	-27	1.6	-18	-3	5.5	2
COc1ccc(CC(=O)N2CCN(S(=O)(=O)c3ccc(Cl)s3)CC2)cc1	-2.3	4	5	-3	-0.4	-9	-0.7	3	-3	0.3	1
CC1CCC(NC(=O)CC(NC(N)=O)c2ccccc2Cl)CC1 (stereo unspecified)	1.0	0	4	1	-5.5	5	0.3	9	-23	2.9	-3
CCSc1ccccc1C(=O)N1CCN(c2ccc([N+](=O)[O-])cc2)CC1	1.8	1	x	0	7.5	0	0.3	-7	-3	0.7	0
CCOc1cc(NC(=S)NCCCOC)c(OCC)cc1NC(=O)c1cccs1	-1.9	0	-14	0	2.5	-15	-3.1	-5	-6	0.3	-10
CCC(C)(C)NC(=O)c1ccccc1Oc1ccccc1	2.2	-1	3	-6	0.0	4	-2.3	2	3	-0.4	-7
N#C/C(=C(/O)c1cccs1)c1nnc2n1CCCCC2	-2.1	-2	-19	-2	2.3	4	1.5	-11	-5	3.0	-8

From PubChem BioAssay
